influenza NS1A – NS1A inhibition, H1N1 influenza, cell based functional assay (AID 504329); NS1A functional cell-based assay, percent inhibition; higher % means a stronger effect; hit rate 0.3% among 340,000; inhibition, % at 12.5 µM; hits with a dose series show IC50 in µM; in the data active = a potency from the dose series; inconclusive = inhibition above about 27% without an active follow-up result; also: strong numbers were not always called active
M. tuberculosis – growth inhibition of non-replicating M. tuberculosis (AID 488890) | hit rate 0.39% among 320,000 | Mycobacterium tuberculosis non-replicating, growth inhibition; higher % means a stronger effect | inhibition, % at 25 µM, or IC50 in µM where a hit was titrated; in the data active = a potency from the dose series; inconclusive = inhibition mostly from about 82% at the one dose, without a potency; inactive = the rest, 99 in 100 with inhibition below about 76%;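 also: plate controls were DMSO cells for no effect and high antibiotic wells for full effect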
H37Rv inhibition – M. tuberculosis growth inhibition, HTS (AID 449762); M. tuberculosis H37Rv growth inhibition, 7H9 media; higher % means a stronger effect; inhibition, % at 25 µM; hits with a dose series show IC50 in µM; hit rate 0.59% among 330,000; in the data active = a potency from the dose series; inconclusive = inhibition above about 70% without an active follow-up result;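 also: bacterial growth assessed after seven days of incubation; strong numbers were not always called active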
VEEV TC-83 Vero – inhibitors of VEEV TC-83 cytopathic effect, confirmation, Vero cells (AID 588727). hit rate 0.13% among 350,000. Vero cells, VEEV TC-83 cytopathic effect inhibition; higher % means a stronger effect. one-dose inhibition, % at 20 µM; IC50 in µM for titrated hits; in the data active = a potency from the dose series; inconclusive = inhibition mostly from about 14% at the one dose, without a potency; inactive = the rest, 99 in 100 with inhibition below about 12%; also: strong numbers were not always called active
Salmonella PhoP GFP – Inhibition of PhoP regulon, Salmonella typhi GFP reporter cells, confirmation, 4 h (AID 1850); Salmonella Typhi PhoP-promoter GFP reporter, fluorescence, 4 h; higher % means a stronger effect; hit rate 0.33% among 310,000; inhibition, % at 50 µM, or IC50 in µM where a hit was titrated; in the data active = a potency from the dose series; inconclusive = inhibition mostly from about 25% at the one dose, without a potency; inactive = the rest, 99 in 100 with inhibition below about 19%;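 also: 0% = induced wells with vehicle and 100% = uninduced wells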
VEEV TC-83 Vero 10K pilot screen – recorded beside VEEV TC-83 Vero, whose call it bears; inhibition, %; measured here: 10K pilot screen inhibition
* marks the source's active call; other numbers are inactive results; i = inactive; ? = inconclusive; / = no result given; & = joins results of further samples.

SMILES | influenza NS1A | M. tuberculosis | H37Rv inhibition | VEEV TC-83 Vero | Salmonella PhoP GFP | others
CC(C)c1c(O)nc(SCCC(=O)O)[nH]c1=O | -1.7% | -8.3% | -3.5% | 3.2% | -5.7%
Cc1ccccc1NC(=O)n1ncc2cc(Cl)ccc21 | 2.3% | 5.1% | 4.8% | 0.3% | 9.6%
CCCCCCCn1c(=N)n(CC(O)c2ccco2)c2ccccc21 (stereo unspecified) | 15.9% | 65.3% | 10.1% | i | -7.8%
COc1ccc(C(=O)O/N=C(\N)c2ccccc2)c(OC)c1 | -14.3% | 47.7% | 6.9% | 5.2% | -1.9%
O=C1NN(c2cccc(Br)c2)C(=O)/C1=C/c1cccs1 | -2.8% | ? | 20.7% | 0.6% | 0.8%
COc1ccc(S(=O)(=O)N2CCOCC2)cc1NC(=O)Cc1coc2cc(C)c(C)cc12 | -9.8% | -3.6% | -3.2% | 9.4% | -1.4%
COc1cc(CN(C(=O)c2ccco2)c2ccc(C)cc2)ccc1O | 3.2% | 11.5% | -7.3% | 1.8% | -6.5%
O=C(Cc1cccc2ccccc12)Nc1ccc(OC(F)F)c(Cl)c1 | 3.3% | 37.8% | 4.4% | 2.4% | 4.7%
CCC1CCCCN1Cc1cc(OC)c(O)c([N+](=O)[O-])c1 (stereo unspecified) | / | 6.6% | -6.5% | / | -4.9%
C=CCn1c(SCC(=O)Nc2ccc(F)cc2)nc2cc(C(=O)O)ccc2c1=O | -0.4% | 6.5% | -0.9% | 1.4% | -31.5%
Cc1ccccc1NC1=NS(=O)(=O)c2ccccc21 | -4.4% | -23.3% | -16.3% | 0.3% | -5.6%
O=c1oc2c(CN3CCOCC3)c(O)ccc2c2c1CCCC2 | -0.6% | 10.0% | -8.0% | 1.5% | -12.3%
Cc1cccc(C(=O)NCC(=O)OCC(=O)N2CCN(S(=O)(=O)c3ccc(C)cc3C)CC2)c1 | 3.2% | -16.1% | 2.0% | 3.2% | /
O=[N+]([O-])c1ccccc1/C=C/C=N/n1c(-c2ccco2)n[nH]c1=S | -0.1% | -28.2% | 7.7% | 2.0% | -4.9%
Cc1cc(NC(=O)CSc2cc(C)c3ccccc3n2)no1 | -1.1% | 9.3% | -1.2% | 0.0% | /

Structures shown so far that contain a COOH group:
SMILES | influenza NS1A | M. tuberculosis | H37Rv inhibition | VEEV TC-83 Vero | Salmonella PhoP GFP | others
CC(C)c1c(O)nc(SCCC(=O)O)[nH]c1=O | -1.7% | -8.3% | -3.5% | 3.2% | -5.7%
C=CCn1c(SCC(=O)Nc2ccc(F)cc2)nc2cc(C(=O)O)ccc2c1=O | -0.4% | 6.5% | -0.9% | 1.4% | -31.5%

(more compounds)
SMILES | influenza NS1A | M. tuberculosis | H37Rv inhibition | VEEV TC-83 Vero | Salmonella PhoP GFP | others
CCc1ccc(NC(=O)c2ccc(OC)c([N+](=O)[O-])c2)cc1 | -4.9% | 21.3% | -4.1% | 2.5% | -7.4%
C=CCSc1nnc(N2C(=O)C(O)=C(C(=O)c3ccco3)C2c2ccc(F)cc2)s1 (stereo unspecified) | -2.7% | 61.7% | 4.2% | 3.7% | -3.3%
COCCCNC(=O)CC(=O)N/N=C\c1ccc(SC)cc1 | 1.3% | 13.6% | 0.0% | 0.6% | -4.9%
COc1cccc(C(=O)NCC(=O)N2CCC3(CC2)NCCc2[nH]cnc23)c1OC | -7.4% | 4.9% | -5.5% | 0.7% | 9.7%
Cc1cc(C)n2cc(-c3ccc(Cl)cc3)c(C(=O)O)c2n1 | 1.9% | -3.8% | 5.3% | 0.2% | -8.1%
COc1cc2c3cc1Oc1c(OC)c(OC)cc4c1[C@H](Cc1ccc(cc1)Oc1cc(ccc1O)C[C@H]3N(C)CC2)N(C)CC4 | 7.4% | 42.7% | 7.2% | 6.6% | /
O=C(Cn1c[n+](CC(=O)c2ccc([N+](=O)[O-])cc2)cn1)c1ccc([N+](=O)[O-])cc1 | -8.6%&20.2% | 22.7%&21.8% | -9.7%&-1.1% | 0.6%&1.9% | 18.6%&7.7%
O=c1c(C(c2c(O)nc3n(c2=O)CCS3)c2cccc3ccccc23)c(O)nc2n1CCS2 | 2.0% | 19.5% | 5.5% | 1.0% | -7.8%
COc1ccc(N(CC(=O)NCCC2=CCCCC2)S(=O)(=O)c2ccccc2)cc1 | -9.3% | 25.1% | 7.0% | i | 4.0%
COc1cccc(CNC(=O)Cn2cccc2C(=O)c2ccccc2C)c1 | 5.5% | 5.6% | -2.2% | 0.1% | -1.7%
Cc1cccc(-c2nnc(NC(=O)c3ccc(Cl)cc3)o2)c1 | -16.1% | ? | ? | 34.2% | 6.2%
CCN(Cc1cccs1)C(=O)CN1CCN(S(=O)(=O)c2ccc3c(c2)OCCCO3)CC1 | -1.0% | / | / | 4.2% | /
Cc1ccc(CN2C(=O)NC(Cc3c[nH]c4ccccc34)C2=O)cc1 (stereo unspecified) | -4.3% | 20.7% | 3.2% | 0.1% | -1.5%
O=C(/C=C/c1ccc(Cl)cc1Cl)Nc1cccc(S(=O)(=O)NC2=NCCC2)c1 | -0.3% | 11.2% | -10.7% | 11.4% | -4.4%
O=C(OCC(=O)c1ccco1)c1ccc2ncsc2c1 | -2.6% | 69.6% | 65.3% | 1.2% | -4.8%
CC(C)(C)Nc1nc(NCc2cccnc2)nc(N2CCOCC2)n1 | 9.6% | 4.7% | 5.4% | 0.7% | 9.4%
O=C(O)C[C@]1(C(=O)Nc2ccc(F)cc2)CC(/C=C/c2ccccc2)=NO1 | -4.7% | -0.3% | 0.8% | 0.8% | -2.2%
O=C1NC(C(F)(F)F)(C(F)(F)F)N=C2SC=CN12 | -6.8% | 5.0% | -2.6% | 5.0% | 10.9%
Cc1[nH]c2ccc(Cl)cc2c(=O)c1CN1CCCC1 | -0.9% | -1.8% | -3.6% | 0.3% | -7.7%
CS(=O)(=O)c1cccc(-c2nnc(NC(=O)c3ccc4ncsc4c3)o2)c1 | 3.8% | -2.9% | -7.7% | 2.5% | -5.4%
O=C(CN1C(=O)C(=O)N(C2CCCC2)C1=O)Nc1cc(Cl)ccc1[N+](=O)[O-] | 1.4% | -4.2% | 6.3% | 0.1% | /
CN(CCOc1ccccc1)CC(=O)Nc1ccc([N+](=O)[O-])cc1Cl | -1.3% | 30.7% | 11.2% | i | -0.9%
Cc1nn(Cc2ccccc2)c(Cl)c1C(=O)OCC#N | -12.3% | 13.1% | 1.9% | 1.8% | 8.9%
CCN(CC)S(=O)(=O)c1ccc(NC(=O)CNC2CCCCC2)cc1 | -8.4% | 7.6% | -0.1% | i | -7.6%
O=C(NC1CC1)c1cc2c(s1)-c1ccccc1OC2 | -7.5% | 14.5% | 1.9% | 7.4% | -12.7%
O=C(NCc1ccc2c(c1)OCO2)c1cc2ccccc2o1 | 5.6% | 73.0% | 0.6% | 3.3% | 1.5%
Cc1c(NC(=O)Cn2nc(C(F)(F)F)c3c2CCCC3)c(=O)n(-c2ccccc2)n1C | 2.6% | -9.6% | -5.2% | 0.5% | 16.7%
COC(=O)c1c(-c2c(Cl)cccc2Cl)noc1NC(=O)NN1CCCCC1 | 4.8% | 18.3% | 0.5% | 7.3% | 11.8%
O=C(Nc1nccs1)C1C2CC3OC(=O)C1C3C2 (stereo unspecified) | -0.1% | 0.1% | -9.3% | 0.8% | 2.8%
Oc1[nH]c2ccc(Br)cc2c1N=Nc1ccc(C(F)(F)F)cn1 | -4.8% | 58.0% | 24.1% | 3.8% | -13.5%
O=C(NNC(=O)c1nn(-c2ccc(F)cc2)ccc1=O)c1ccc(C(F)(F)F)cc1 | -0.1% | -1.2% | 0.7% | 0.5% | 2.0%
O=C(C(=O)N1CCOCC1)c1cn(CC(=O)N2CCc3ccccc3C2)c2ccccc12 | 1.1% | 12.7% | -5.9% | 0.9% | 5.2%
O=C(NCc1ccccc1)c1ccc[n+]([O-])c1 | -8.5% | 2.1% | -19.1% | i | -7.6%
Cc1ccc(C(=O)N2CCC3(CC2)NCCc2[nH]cnc23)cc1C | -1.5% | 5.4% | 6.2% | 3.7% | -1.4%
CC(C)C(NC(=O)c1c(F)cccc1F)C(=O)NCc1ccc(S(=O)(=O)N2CCOCC2)cc1 (stereo unspecified) | -6.4% | 0.7% | -8.8% | i | /
O=C(CN1C(=O)C2CC=CCC2C1=O)Nc1nc(-c2ccc(F)c(F)c2)cs1 (stereo unspecified) | -0.8% | 11.4% | 7.9% | 8.4% | /
O=C(CNS(=O)(=O)c1ccccc1)OCC(=O)c1ccc(F)cc1 | 3.2% | -14.9% | -1.8% | 0.8% | 0.0%
COc1ccc(CCNC(=O)CCCCCN2C(=O)c3ccccc3C2=O)cc1OC | -8.4% | 3.1% | -9.1% | 0.9% | -5.3%
Cc1cc(C(=O)N2CCN(C(c3ccccc3)c3ccccc3)CC2)no1 | 2.5% | 9.4% | -3.4% | i | -1.7%
O=C(NCc1ccco1)c1ccc(S(=O)(=O)N2CCCCCC2)cc1 | -1.7% | 15.1% | -1.2% | 2.9% | /
CCCCOc1ccc(C(=O)OCC(=O)NC2CCCC2)cc1 | -2.5% | 58.2% | 4.8% | 1.2% | -1.2%
CCn1ncc(Br)c1C(=O)Nc1cccc(C(C)=O)c1 | -6.3% | 0.7% | 0.0% | 0.5% | -0.2%
Cc1ccc(C(=O)C2CC2)c(C)c1 | 8.5% | / | / | 0.8% | /
CN(C)CCn1cnc2c1c(=O)n(C)c(=O)n2C | -4.4% | -19.3% | -2.5% | 0.1% | -5.0%
Cc1cccc(OCC(=O)NCCCNC(=O)c2ccncc2)c1 | -9.1% | -9.8% | 6.8% | 1.2% | -8.3%

Brought forward from above: 2 compounds; new compounds follow.
SMILES | influenza NS1A | M. tuberculosis | H37Rv inhibition | VEEV TC-83 Vero | Salmonella PhoP GFP | others
CN(C)CCn1cnc2c1c(=O)n(C)c(=O)n2C | -4.4% | -19.3% | -2.5% | 0.1% | -5.0%
Cc1cccc(OCC(=O)NCCCNC(=O)c2ccncc2)c1 | -9.1% | -9.8% | 6.8% | 1.2% | -8.3%
COCc1c(C(=O)OCC(=O)NCCN2C(=O)CSC2=O)oc2ccccc12 | 5.2% | 16.7% | 2.4% | 1.0% | 6.2%
COC(=O)c1cccc(NC(=O)c2cnn(C)c2)c1 | -21.0% | 6.9% | -5.0% | 0.3% | 3.9%
CC(=O)Nc1cccc(NC(=O)CCCC2CCCCC2)c1 | -8.3% | 9.7% | -0.3% | 0.8% | -6.5%
Nc1nc(SCC(=O)N2N=C3/C(=C/c4ccco4)CCCC3C2c2ccco2)n[nH]1 (stereo unspecified) | 5.2% | 14.8% | 4.0% | 9.5% | 10.4%
O=C(CN1CCN(c2ccccc2F)CC1)NC(=O)NCc1ccco1 | 3.9% | 2.5% | -1.9% | 0.7% | 4.5%
COc1ccc(NC(=O)Cc2ccc(Cl)cc2Cl)cn1 | 6.3% | 10.5% | -1.9% | i | -5.6%
CC(C(=O)O)n1nc2ccccc2n1 (stereo unspecified) | -4.7% | -4.6% | -0.6% | 0.4% | -0.2% | VEEV TC-83 Vero 10K pilot screen=0.3
CN(C(=O)C1CCN(S(=O)(=O)c2cccs2)CC1)C1CCCCC1 | 0.3% | -1.9% | -3.4% | 0.2% | -11.4%
CN1CCN(C(=O)c2cc3sccc3n2CC(=O)c2ccccc2)CC1 | -9.0% | -16.9% | 3.3% | i | 0.7%
O=C(c1cc(Br)c(Br)s1)N1CCN(c2ccccn2)CC1 | 0.5% | 20.1% | 10.0% | 11.1% | 21.2%
Cc1cc(C(=O)COC(=O)c2ccc(O)cc2O)c(C)n1C(C)C | -8.8% | 34.2% | 45.7% | 6.8% | /
CCCCNC(=O)CNC(=S)N(CCCN1CCOCC1)Cc1cccs1 | 11.0% | -12.0% | -7.1% | i | -6.2% | VEEV TC-83 Vero 10K pilot screen=0.1
Fc1ccc(C(c2nnnn2Cc2cccs2)N2CCN(C3CCCC3)CC2)cc1 (stereo unspecified) | -6.2% | 9.0% | -13.8% | 3.5% | 3.3%
O=C(COc1ccc(Br)cc1)Nc1ccccc1N1CCCC1 | 10.1% | / | 8.8% | i | -6.2% | VEEV TC-83 Vero 10K pilot screen=0.0
O=C(CN(Cc1ccco1)S(=O)(=O)c1ccccc1)N/N=C/c1cccc(O)c1 | -5.3% | -0.5% | -7.5% | 3.2% | 5.6%
CCOc1ccc(C(=O)Nc2ccccc2NC(C)=O)cc1OCC | -3.8% | -7.8% | -2.6% | 1.9% | -3.6%
CCN(CC)CCN(C(=O)CCS(=O)(=O)c1ccccc1)c1nc2cc3c(cc2s1)OCO3 | -0.6% | -1.1% | -3.6% | 0.4% | -2.8%
CCn1c(Oc2ccccc2)nc2c1c(=O)n(C)c(=O)n2C | 0.5% | -11.6% | -1.7% | 5.9% | 1.2%
O=C(NCCCN1CCCCC1)c1ccc2c(c1)NC(=O)c1ccccc1S2 | 1.3% | 16.4% | 5.4% | 1.3% | -27.7%
